Screening results (PubChem BioAssay)
NADH enzymes: blocks coupling enzymes of NAD/NADH assays; coupled PK/LDH NADH assays, four targets; IC50, µM (highest dose often 10 µM), for the others: top-dose inhibition; actives 0.02% (n = 65,000);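 active = single-dose screening hits from any of four coupled enzyme assays that gave an IC50 when retested across doses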;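 note: the DPM-DC format reads NADH fluorescence rather than 340 nm absorbance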
A340 absorber: compound absorbs light at 340 nm | compound absorbance at 340 nm, fold over control | fold change at 10 µM | 65,000 tested, under 10 active;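 active = at 10 µM dose, initial 340 nm absorbance at least 2 fold that of control wells; inactive = change under 2 fold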;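 note: initial absorbance extrapolated from kinetic A340 decline of NADH oxidation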
Autofluor 339: intrinsic fluorescence of library compounds, ex339/em460 – biochemical, MLSMR library, data from DPM-DC assay, artefact control, profiling panel; compound autofluorescence, ex339/em460 nm, NADH buffer; active compounds read high; 1 = no-compound wells, NADH background; fluorescence fold increase at 10 µM; actives 5.5% (n = 65,000);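 active = at 10 µM, mean starting fluorescence two-fold or more over control wells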;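 note: signal is the first read of a kinetic run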
PKA inh: inhibitors of human protein kinase A; P17612; PKA Kemptide phosphorylation, Kinase-Glo ATP luminescence; inhibition, % at 6 µM; actives 0.1% (n = 65,000); AID 524;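 active = inhibition above the screen-wide mean inhibition plus 3 SD, cut at about 21% in these data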; note: many of its hits are not listed in these tables
MMP13 inh: inhibitors of human MMP13; P45452; actives 0.07% (n = 65,000); MMP-13 fTHP FRET cleavage, Mca fluorescence; inhibition, % at 4 µM;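 active = inhibition above the mean of compound-free control plate wells plus 3 SD, cut at about 14% in these data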;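 note: 0% = DMSO wells and 100% = wells with reference MMP-13 inhibitor after basal subtraction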
Ecoli tolC: E. coli tolC mutant growth inhibition; growth inhibition, % at 10 µM (by protocol); AID 573; actives 2.2% (n = 65,000); E. coli BW25113 tolC mutant growth, OD615;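 active = growth inhibition at or above a cutoff equal to the mean over every tested compound plus 3 SD, cut at about 60% in these data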;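 note: growth measured after 20 h incubation at 37 °C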
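test system = E. coli BW25113 ΔtolC::kan bacteria | medium = LB with kanamycin 50 µg/mL | signal = OD at 615 nm | schedule = 37 °C, 20 h exposure | evaluation = % inhibition of E. coli growth | compound dosing = one dose of 10 µM final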
HEK293 NFkB inh: inhibitors of the PMA/ionomycin-induced NF-kB reporter in HEK293 cells. HEK-293 NF-kB luciferase reporter, luminescence. inhibition, % at 3 µM. actives 0.21% (n = 62,000);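 active = inhibition above the mean of all tested compounds plus 3 SD, cut at about 40% in these data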;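 note: 0% = stimulated DMSO wells and 100% = 10 µM reference inhibitor 5653914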
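System – HEK-293 cells with stable firefly luciferase reporter driven by four HIV NF-kB elements · Doses – one dose, 3 µM · Schedule – 1 h compound pre-incubation, 16 h PMA/ionomycin at 37 °C · Technique – luminescence from luciferase substrate reagent · Measure – percent inhibition normalized per plate to DMSO and reference-inhibitor controls · Replicates – tested once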
JNK3 blocker: JNK3 (human) kinase inhibition | P53779 | purified JNK3 kinase activity, HTS | inhibition, % at 8 µM | actives 0.61% (n = 60,000); in the data active = inhibition above about 17%;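 note: 0% = DMSO and 100% = reference inhibitor; many of its hits are not listed in these tables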
Target sequence (P53779 whole entry, looked up): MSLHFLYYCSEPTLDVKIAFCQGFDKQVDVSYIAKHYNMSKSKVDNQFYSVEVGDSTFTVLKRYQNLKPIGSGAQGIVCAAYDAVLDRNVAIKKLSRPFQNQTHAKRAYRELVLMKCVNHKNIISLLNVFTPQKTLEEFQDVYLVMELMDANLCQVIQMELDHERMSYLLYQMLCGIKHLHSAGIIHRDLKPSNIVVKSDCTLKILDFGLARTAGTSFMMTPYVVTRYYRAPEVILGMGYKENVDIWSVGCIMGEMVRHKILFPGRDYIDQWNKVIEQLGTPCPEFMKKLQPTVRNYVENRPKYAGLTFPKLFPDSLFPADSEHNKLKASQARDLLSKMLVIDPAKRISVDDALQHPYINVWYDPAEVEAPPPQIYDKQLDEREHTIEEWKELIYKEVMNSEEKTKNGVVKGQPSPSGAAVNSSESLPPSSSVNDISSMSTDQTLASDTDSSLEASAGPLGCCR
ROCK2 blocker: inhibitors of human Rho kinase 2 | O75116 | purified ROCK2, Kinase-Glo ATP depletion luminescence | inhibition, % at 6 µM | actives 0.35% (n = 60,000);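 active = inhibition above the screen-wide mean inhibition plus 3 SD, cut at about 18% in these data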;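 note: plate controls were DMSO wells for no effect and Y-27632 control wells after no-enzyme background subtraction for full effect; many of its hits are not listed in these tables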
Starred values were filed as active, the others as inactive; . = no result given; [ ] = another dose, or the depositor's remark.

SMILES | NADH enzymes | A340 absorber | Autofluor 339 | PKA inh | MMP13 inh | Ecoli tolC | HEK293 NFkB inh | JNK3 blocker | ROCK2 blocker
C=CCOc1cccc(C2C(C(=O)c3ccco3)=C(O)C(=O)N2CCN(CC)CC)c1 (stereo unspecified) | 9% | 1.1 | 0.93 | 4 | 3 | -12 | 5 | -6 | 3
Clc1ccc(SCCn2ccnc2)cc1 | 4% | 0.99 | 1 | 7 | 1 | 8 | 8 | 4 | 6
CCN(CC)c1nc2n(c(=O)n1)CCN2CC | 2% | 1 | 1 | 10 | -4 | -16 | 0 | -5 | 4
COc1ccc(C(=O)CSc2nnc(-c3cc(C)cc(C)c3)o2)cc1 | 3% | 1 | 1.2 | 6 | -2 | -6 | 10 | 1 | 14
Clc1ccc(Cn2cc(Br)cn2)cc1Cl | 4% | 1 | 1.1 | 1 | 2 | 23 | 9 | -3 | -1
COc1ccc(N2C(=O)CSC23C(=O)Nc2ccccc23)cc1OC (stereo unspecified) | 8% | 0.99 | 1.3 | 1 | -4 | -14 | 4 | 1 | 5
CCCNC(=O)CS(=O)Cc1nc(-c2ccccc2C)oc1C (stereo unspecified) | 3% | 1 | 1.1 | 10 | -2 | -5 | 9 | 12 | -1
CCOC(=O)c1c(CN2CCOCC2)oc2ccc(OC)cc12 | 10% | 0.97 | 1.2 | 8 | -2 | 2 | 2 | 3 | 6
CSc1nnc(-c2ccc(O)cc2)n1C | 5% | 1 | 1 | 1 | -4 | -17 | 12 | -14 | 3
COc1ccc(CN(C(=O)CN2C(=O)COc3ccccc32)C2CCCC2)c(OC)c1 | 1% | 0.99 | 1 | 5 | 1 | 71* | 15 | -2 | 5
O=C(NCc1n[nH]c(=S)n1-c1ccc(F)cc1)c1ccc(S(=O)(=O)N2CCCC2)cc1 | 3% | 1 | 1.1 | 0 | 5 | -10 | 13 | . | .
COCCNC(=O)c1ccc(C(=O)NCCOC)s1 | 6% | 1 | 1.1 | 10 | 5 | -9 | 20 | -1 | 5
O=S(=O)(c1cc(C(F)(F)F)ccc1Cl)N1CCCCCC1 | 6% | 1 | 1.1 | 2 | 3 | 48 | 14 | -1 | 8
CC(=O)N=c1c(C#N)cc2c(=O)n3cccc(C)c3nc2n1CC(C)C | 15%[fluoresces] | 1 | 3.9* | 6 | -209[fluorescence artefact?] | 9 | 3 | 6 | -2
CCN(CC)C(=O)c1cccc(-c2ccc(OC)cc2)c1 | 7% | 1.1 | 1.1 | -6 | -1 | 15 | 18 | . | .
Cc1cc(=O)oc(C)c1C(=O)n1nc(C)c2c1C[C@@H]1[C@H]2C1(C)C | 4% | 1 | 1.1 | 6 | -2 | 2 | . | 2 | 6
COc1ccc(OCC(=O)OCCN(C)C)cc1 | 1% | 1 | 1.1 | 6 | -3 | 1 | . | 3 | 7
Cc1ccc(Nc2nc(OC(C(F)(F)F)C(F)(F)F)nc(N3CCOCC3)n2)cc1 | 5% | 1 | 1.1 | . | . | -6 | . | . | .
CCOc1ccc(N2C(=O)CC(N)C2=O)cc1 (stereo unspecified) | 6% | 1.1 | 1 | -2 | -2 | 7 | . | -2 | -10
COc1ccc(N2C(=NC(C)=O)SC3CS(=O)(=O)CC32)cc1OC (stereo unspecified) | 3% | 1 | 1.2 | 3 | -2 | 10 | 2 | 8 | -2
Cc1ccc(-c2nn3c(C)nnc3s2)cc1NC(=O)c1ccc(-c2cccc(Cl)c2)o1 | 7% | 1.1 | 1.3 | 0 | 1 | 19 | 11 | -8 | 10
CCOC(=O)C1C(c2cccc(Cl)c2Cl)NC(=O)NC1(O)C(F)(F)F (stereo unspecified) | 6% | 1.1 | 1 | . | . | -5 | . | . | .
COc1cc(NC(=O)c2cc3nc(C)cc(C)n3n2)c(OC)cc1Cl | 12% | 1.1 | 1.8 | 6 | -4 | -1 | -42 | -5 | 8
O=S(=O)(c1ccc(F)c(Cl)c1)N1CCCC1 | 2% | 1 | 1 | 4 | 1 | -8 | 20 | . | .
CCOC(=O)C1=C(C)N=C2SCCC(=O)N2C1c1ccc(C(=O)OC)cc1 (stereo unspecified) | 5% | 1.1 | 1 | 11 | 10 | 3 | 10 | . | .
O=C(Cn1cc(C(=O)c2cccs2)c2ccccc21)NCc1ccc2c(c1)OCO2 | 4% | 1.1 | 1.1 | 7 | -7 | 36 | 10 | -5 | 5
CCCC(=O)Nc1ncnc2c1ncn2[C@@H]1O[C@@H]2COP(=O)(O)O[C@H]2[C@H]1OC(=O)CCC | 1% | 0.99 | 1 | -2 | -4 | 10 | . | 8 | 1
C/C(N)=C(/C#N)C(=O)CSc1nnc(COc2ccccc2Cl)o1 | 5% | 1 | 1.1 | 5 | 2 | 4 | 9 | -2 | 6
COCCNC(=O)c1ccc2ccccc2n1 | 3% | 1.1 | 1.1 | 0 | -5 | 1 | 6 | 4 | -11
CCOC(=O)CC(=O)CSc1ccc2nnc(-c3ccc(C)cc3)n2n1 | 18% | 1 | 0.89 | 4 | -12 | 15 | 14 | 6 | 0
CCNc1nc(NC(C)(C)C)nc(N(C#N)CC)n1 | 8% | 0.98 | 1 | 0 | 4 | -1 | 6 | 2 | 0
Cc1cc(C2C(=O)CC(=O)CC2c2ccccc2)on1 (stereo unspecified) | 6% | 1 | 1.1 | 11 | 1 | -2 | 5 | 1 | 3
O=C(NCc1ccco1)c1cc(-c2cccnc2)nc2ccccc12 | 4% | 1.1 | 1.2 | 1 | -3 | -2 | 24 | 2 | 3
COCCCN1CC23C=CC(O2)C(C(=O)O)C3C1=O (stereo unspecified) | 1% | 1.1 | 1.1 | -6 | 7 | -10 | 10 | 5 | 6
CCOc1ccc(N(CC(=O)Nc2ccc(OC)cc2)S(=O)(=O)c2c(C)noc2C)cc1 | 8% | 1 | 1.1 | 6 | 0 | -27 | 8 | 1 | 5
CCCCSc1nc2c(cc1C#N)CCC2 | 6% | 1 | 1.1 | -2 | 0 | 41 | 14 | 7 | -2
CCCOc1ccc(NC(N)=O)cc1OCCC | 3% | 0.98 | 1 | 3 | -5 | -5 | 12 | 0 | 2
COc1ccc2nc(SCc3nc(N)nc(Nc4ccccc4)n3)[nH]c2c1 | 1% | 1 | 1.1 | 8 | 5 | 30 | 11 | 5 | 5
CCCOc1ccc(C2C(C(=O)c3ccc(C)o3)=C(O)C(=O)N2Cc2cccnc2)cc1 (stereo unspecified) | 5% | 1 | 1.1 | 5 | -1 | 67* | 12 | 5 | 8
CCCCCCn1cnc2c(c1=O)c1nc3ccccc3nc1n2/N=C/c1ccco1 | 1% | 1.1 | 1.8 | 3 | -8 | 26 | 17 | 8 | 5
CC1CC(=O)N(CC(=O)N2CCCC2)c2ccccc2S1 (stereo unspecified) | 5% | 0.99 | 1.1 | 2 | 2 | -7 | -8 | -7 | -3
Cc1nn(-c2cc(C)c3ccccc3n2)c2c1CCC2 | 5% | 1 | 1.2 | 10 | 4 | 0 | 1 | -3 | 4
CCCC(=O)NC1=C(C#N)C2(CCCC2)Cc2ccccc21 | 5% | 1.1 | 1.1 | 9 | -3 | 11 | 15 | -3 | 7
NC(=O)c1ccccc1N/C=C/C(=O)c1ccco1 | 8% | 1.2 | 1.4 | -11 | -36 | 0 | -8 | -4 | -16
COc1ccc(NC(=O)c2ccco2)cc1NC(=O)c1cccs1 | 5% | 1 | 1 | 5 | 2 | 2 | 17 | -2 | 2
Cc1c(Cl)cccc1N(CC(=O)N1CCCCCC1)S(C)(=O)=O | 5% | 1 | 1.1 | 8 | 3 | 11 | 9 | -12 | -3
Cc1ccc(NC(=O)Cn2cccc2)c(Br)c1 | 2% | 0.99 | 1.1 | 1 | 1 | 1 | 10 | -8 | 5
COc1ccc(OCCCN2CCCC(C)C2)cc1 (stereo unspecified) | 3% | 1.1 | 1.1 | 5 | 2 | -24 | 4 | -4 | 2
COCCCNC(=O)CSC1=Nc2ccccc2C2=NC(Cc3c[nH]c4ccccc34)C(=O)N12 (stereo unspecified) | 6% | 1 | 1.1 | 5 | 6 | -6 | 11 | -4 | 1
Cc1ccc(S(=O)(=O)N2CCN(S(C)(=O)=O)C2c2ccccc2)cc1 (stereo unspecified) | 1% | 1.1 | 1.1 | 4 | 3 | 17 | 19 | 0 | 6
Cc1c2cnn(-c3ccccc3)c(=O)c2c(C)n1CCCC(=O)N1CCN(c2ncccn2)CC1 | 6% | 1 | 1.1 | 3 | -2 | 8 | 13 | -4 | 3
CCCOc1ccc(C2/C(=C(\O)c3c(C)[nH]c(C(=O)OC)c3C)C(=O)C(=O)N2CCN(C)C)cc1 (stereo unspecified) | 1% | 1.1 | 1.1 | 4 | -2 | -25 | 3 | -6 | 8
CCn1c(SCC(=O)O)nnc1-c1cc2c(C)nn(-c3ccccc3)c2s1 | 10% | 1 | 1.2 | 1 | -4 | 20 | 10 | 0 | -3
Cc1cc(C)nc(SCC(=O)Nn2cnnc2)n1 | 6% | 0.97 | 1 | 7 | 5 | -11 | 1 | -2 | 0
COc1ccccc1C(=O)NCCn1cc(SCC(=O)NCc2ccco2)c2ccccc21 | 3% | 1 | 1.1 | 0 | -17 | 26 | 5 | -4 | 1
CC(C)c1nnc(NC(=O)CCC(=O)NCc2ccco2)s1 | 6% | 1 | 1.1 | 7 | -7 | -9 | 6 | 2 | 5
CCCn1c(=NC(C)=O)c(C#N)cc2c(=O)n3cccc(C)c3nc21 | 2%[fluoresces] | 1 | 2.9* | -1 | -198[fluorescence artefact?] | 29 | 11 | -3 | 0
COC(=O)C1=C(C(C)=O)C(c2ccc(C)cc2)n2nnnc2N1 (stereo unspecified) | 8% | 1.1 | 1.1 | 9 | 4 | -1 | 4 | . | .
COC(=O)c1c(C)noc1-c1cc(C)on1 | 5% | 1 | 0.99 | 7 | 4 | -12 | . | 6 | 8
COc1cc(OC)c(Cl)cc1N | 6% | 1 | 0.99 | 6 | 4 | 5 | -6 | -9 | 6

Record cards, from the list above.
`CCOC(=O)c1c(CN2CCOCC2)oc2ccc(OC)cc12` in the list: NADH enzymes = 10%; A340 absorber = 0.97; Autofluor 339 = 1.2; PKA inh = 8; MMP13 inh = -2; Ecoli tolC = 2; HEK293 NFkB inh = 2; JNK3 blocker = 3; ROCK2 blocker = 6
`CC1CC(=O)N(CC(=O)N2CCCC2)c2ccccc2S1` (stereo unspecified) in the list: NADH enzymes = 5%; A340 absorber = 0.99; Autofluor 339 = 1.1; PKA inh = 2; MMP13 inh = 2; Ecoli tolC = -7; HEK293 NFkB inh = -8; JNK3 blocker = -7; ROCK2 blocker = -3

Additional structures follow:
SMILES | NADH enzymes | A340 absorber | Autofluor 339 | PKA inh | MMP13 inh | Ecoli tolC | HEK293 NFkB inh | JNK3 blocker | ROCK2 blocker
O=C(c1cccc(S(=O)(=O)N2CCOCC2)c1)N1CCCc2ccccc21 | 4% | 1 | 1.1 | 2 | 2 | 11 | 22 | -6 | 6
Cc1ccccc1N1C(=O)CC(N(O)c2ccccc2)C1=O (stereo unspecified) | 6% | 1 | 1.1 | 7 | 0 | 3 | 3 | 8 | 5
O=C(c1ccc(S(=O)(=O)N2CCCCC2)cc1)N1CCN(c2ccccc2)CC1 | 3% | 1 | 0.99 | 4 | -2 | -6 | 14 | -7 | 6
O=c1n(-c2ccccc2)c(=O)n2n1CCCC2 | 2% | 1.1 | 1.1 | 6 | 4 | -18 | 5 | -4 | 1
C=CCn1cc(C(=O)NCc2cccnc2)c(=O)c2cc(S(=O)(=O)N(CC)CC)ccc21 | 3% | 1.1 | 1.1 | 7 | 0 | 5 | 18 | 7 | 1
Cc1cc(Nc2ccc(F)cc2F)n2ncnc2n1 | 2% | 1.1 | 1.1 | 2 | 4 | 11 | 8 | -8 | -11

This is a subset. The share of hits here may be higher or lower than overall.
